PTHR1 ag = qHTS for PTHR1 Agonists: Primary Screen; HEK293 GP2 PTHR1 cells, GloSensor cAMP luminescence, 1 h; AID 743266, 2014; Potency, µM (titrated, usually from 115 µM), inactives show at the top dose activation, most hits filed as activators; Parathyroid hormone/parathyroid hormone-related peptide receptor (Homo sapiens), Q03431; 0.075% of 410,000 active; also: nearly all actives have a fitted effect of over 55% in size; some results filed as inactive show a strong effect at the top dose; inactives centre near -15; many of its hits are not listed in these tables
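HEK-293-derived GP2 cells expressing PTHR1 and a GloSensor cAMP reporter, 3,000/well, plated overnight, given luciferin plus IBMX (each 0.5 mM as added) for 1 h at 37 °C, then compound for 1 h at 37 °C. Luminescence was read after 15 min at room temperature.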
EPAC1 antag = qHTS for Antagonist of cAMP-regulated guanine nucleotide exchange factor 3 (EPAC1): primary screen; Rap guanine nucleotide exchange factor 3 (Homo sapiens), O95398; EPAC1 GEF assay, Rap1b-BODIPY-GDP exchange fluorescence; Potency, µM (top dose mostly 115 µM), for the others: at the highest dose activity change, negative = inhibition, actives largely listed as inhibitors; 0.14% of 360,000 active;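 also: plate controls were vehicle for no effect and positive control for full effect; nearly all actives have a fitted effect of over 50% in size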
Target sequence (O95398 whole entry, looked up): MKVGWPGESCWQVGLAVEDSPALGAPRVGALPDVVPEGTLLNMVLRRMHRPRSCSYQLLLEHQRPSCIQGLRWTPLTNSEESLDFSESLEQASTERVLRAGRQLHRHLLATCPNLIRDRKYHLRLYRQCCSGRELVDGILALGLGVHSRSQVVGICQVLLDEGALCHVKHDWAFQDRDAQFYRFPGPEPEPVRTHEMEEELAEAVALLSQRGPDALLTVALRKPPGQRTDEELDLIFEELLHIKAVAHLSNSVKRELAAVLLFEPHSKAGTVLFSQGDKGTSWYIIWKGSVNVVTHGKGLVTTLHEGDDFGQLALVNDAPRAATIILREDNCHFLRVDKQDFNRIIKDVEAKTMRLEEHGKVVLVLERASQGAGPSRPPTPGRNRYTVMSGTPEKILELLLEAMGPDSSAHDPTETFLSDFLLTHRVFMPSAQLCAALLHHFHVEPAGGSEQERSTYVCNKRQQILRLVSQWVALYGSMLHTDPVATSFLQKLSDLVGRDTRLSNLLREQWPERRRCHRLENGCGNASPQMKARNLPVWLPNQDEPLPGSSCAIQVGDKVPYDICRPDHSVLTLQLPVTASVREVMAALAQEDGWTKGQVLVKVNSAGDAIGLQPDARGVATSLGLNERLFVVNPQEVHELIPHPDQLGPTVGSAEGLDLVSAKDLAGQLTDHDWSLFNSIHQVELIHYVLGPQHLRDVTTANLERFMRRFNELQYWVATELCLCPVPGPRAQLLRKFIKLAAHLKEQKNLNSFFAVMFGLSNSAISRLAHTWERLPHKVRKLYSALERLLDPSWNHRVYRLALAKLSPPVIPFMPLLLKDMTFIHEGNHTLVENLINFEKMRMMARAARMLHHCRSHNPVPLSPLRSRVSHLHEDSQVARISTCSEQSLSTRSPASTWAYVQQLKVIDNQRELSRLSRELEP
EPAC2 ag = qHTS for Agonist of cAMP-regulated guanine nucleotide exchange factor 4 (EPAC2): primary screen | AID 720711, 2013 | EPAC2 activation, biochemical qHTS; response scale: 100% = 6.5 mM cAMP response | Potency, µM (doses to about 154 µM), for the others: at the top dose activation, most hits filed as activators | 0.079% of 360,000 active | Rap guanine nucleotide exchange factor 4 (Homo sapiens), Q8WZA2; also: nearly all actives have a fitted effect of over 50% in size
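In this primary screen, activation is scored as increased exchange of BODIPY-GDP from Rap1B by 100 nM EPAC2, with 50 uM GDP as competitor. Signal is normalized to the 6.5 mM cAMP agonist control.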
EPAC2 antag = qHTS for Antagonist of cAMP-regulated guanine nucleotide exchange factor 2 (EPAC2): primary screen; Rap guanine nucleotide exchange factor 4 (Homo sapiens), Q8WZA2; 0.18% of 360,000 active; Potency, µM (titrated, usually from 114 µM), for the others: at the highest dose activity, negative = inhibition, hits mostly inhibitors; EPAC2 GEF exchange of Rap1B-BODIPY-GDP, fluorescence; also: % is scaled to controls: 0 for no effect and ±100 for the full control effect; nearly all actives have a fitted effect of over 45% in size; many of its hits are not listed in these tables
FUS suppressor = qHTS for Suppressors of FUS Proteinopathy: Primary screen using FUS-linked yeast assay | AID 1347120, 2019 | 0.24% of 390,000 active | S. cerevisiae FUS-expressing, growth rescue, OD600, 24 h | Potency, µM (top dose mostly 76.6 µM), for inactives: at the highest dose growth rescue (activation), most hits filed as activators;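 also: plate controls were DMSO vehicle for no effect and reference control for full effect; nearly all actives have a fitted effect of over 55% in size; some results filed as inactive show a strong effect at the top dose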
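Restored growth of FUS-toxic S. cerevisiae, read as 600 nm absorbance after 24 h at 30C in galactose medium (starting OD 0.005). Controls CP55940 and DMSO.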
TDP-43 yeast inh = qHTS of TDP-43 Inhibitors. Potency, µM (titrated, usually from 46.1 µM), for inactives: top-dose growth rescue (activation), actives largely listed as activators. 1.8% of 410,000 active. TDP-43 expressing yeast growth rescue, BacTiter-Glo, 24 h; also: % of control where 0% means no effect; nearly all actives have a fitted effect of over 50% in size
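Yeast cells expressing TDP-43 under galactose induction are exposed to compounds for 24 hr at 30 deg C. BacTiter-Glo luminescence measures growth, so protective compounds score as activators.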
aSyn yeast inh = qHTS of alpha-syn Inhibitors; Yeast expressing alpha-synuclein, growth rescue, BacTiter-Glo, 24 h; Potency, µM (highest dose often 46.1 µM), for inactives: at the highest dose growth rescue (activation), most hits filed as activators; 0.14% of 370,000 active; AID 652106, 2013; also: % of control where 0% means no effect; nearly all actives have a fitted effect of over 65% in size
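Readout is rescue of growth in alpha-synuclein-expressing yeast, so inhibitors of toxicity appear as activators. Growth after 24 hr at 30 deg C in galactose medium is quantified by luminescence.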
EPAC1 agonist = qHTS for Agonist of cAMP-regulated guanine nucleotide exchange factor 3 (EPAC1): primary screen; Rap guanine nucleotide exchange factor 3 (Homo sapiens), O95398; EPAC1 agonist qHTS, biochemical assay; response scale: 100% = response to 6.5 mM cAMP; Potency, µM (titrated, usually from 154 µM), for inactives: at the top dose activation, actives largely listed as activators; 0.073% of 360,000 active; also: nearly all actives have a fitted effect of over 60% in size
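Normalized to 6.5 mM cAMP, activity reflects EPAC1-catalysed release of BODIPY-GDP from Rap1B, followed kinetically over 30 min at 480 nm excitation, 540 nm emission. Reaction contained 100 nM EPAC1, 250 nM Rap1B-BODIPY-GDP, 50 uM GDP.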
Active calls of the source: *; i = inactive; ? = inconclusive; / = not tested or not shown; & = joins results of further samples; [ ] = remark or other dose. Calls follow the shape of the dose curve; as a rule, active = well fitted curve in the direction sought with a large enough effect; inconclusive = small, poorly fitted or top-dose-only effect, or another doubt; inactive = no such curve, though single readings can be large; an effect the other way counts as inactive or inconclusive. Potency is read from the fitted curve at half-maximal effect. This is a subset; rates above refer to the full screens.

SMILES	PTHR1 ag	EPAC1 antag	EPAC2 ag	EPAC2 antag	FUS suppressor	TDP-43 yeast inh	aSyn yeast inh	EPAC1 agonist
O=C(NCC1CCCO1)C(c1cccs1)N(C(=O)c1ccc(CN2CCOCC2)o1)c1ccc(Cl)cc1 (centres undefined)	-6%	-5%	0%	-9%	-2%	2%	0%	5%
CCn1cc(Cl)c(C(=O)Nc2nc3ccccc3n2CCN2CCCCC2)n1	7%	-6%	22%	2%	-12%	3%	0%	1%
O=C(NCc1cccnc1)c1cc(C2CCCCN2C(=O)OCCF)on1 (centres undefined)	-1%	-14%	2%	6%	-23%	-3%	-5%	-6%
CCn1cc(C(=O)NCCC(=O)NCCO)c(=O)c2cc3c(cc21)OCO3	i	-8%	10%	-6%	9%	-3%	-2%	5%
O=C(NCc1ccccc1)C1CCCN(S(=O)(=O)c2cccc3nonc23)C1 (centres undefined)	i	10%	5%	9%	/	0%	2%	-1%
Cc1ccc(C)c(Nc2nn3c(=O)c4ccc(C(=O)NCc5ccccc5)cc4nc3s2)c1	i	/	/	/	-9%	4%	-5%	/
COc1ccc(C(=O)Cn2c(C(C)=O)nc3ccccc32)cc1	-21%	-5%	5%	20%	/	20%	2%	-2%
O=C(NCc1ccccn1)c1ccc(CNS(=O)(=O)c2cccc(Cl)c2)cc1	i	-15%	-1%	0%	1%	14%	1%	4%
C[C@H]1CN([C@@H](C)CO)S(=O)(=O)c2ccc(Br)cc2O[C@@H]1CN(C)C(=O)CCN1CCCCC1	-17%	-16%	15%	1%	2%	3%	-4%	9%
Clc1cccc(OCCN2CCN(CCOc3cccc(Cl)c3)CC2)c1	-16%	-5%	17%	3%	21%	-3%	2%	5%
COc1ccc(C2c3cc(OC)c(OC)cc3CCN2S(C)(=O)=O)cc1OC (centres undefined)	-14%	29%	3%	16%	3%	-11%	1%	1%
O=C(NN1C(=O)c2ccccc2C1=O)c1ccncc1	2%	-8%	7%	2%	-42%	11%	-4%	6%
O=S(=O)(Nc1cccc(-c2cn3ccsc3n2)c1)c1ccc(F)cc1	i	-2%	11%	11%	?	12%	-11%	2%
Nc1cc(=O)nc(SCC(=O)NCc2ccccc2)n1CCc1ccccc1	-1%	-4%	4%	7%	1%	15%	-5%	1%
O=C(Nc1ccccc1C(=O)N1CCOCC1)c1noc2c1CCCC2	-31%[57.5 µM]	-6%	0%	4%	24%	-3%	-1%	-4%
Cc1ccccc1C(=O)Nc1ccccn1	i	-10%	2%	3%	7%	28%	-4%	-10%
O=c1oc2c3c4c(cc2c2c1CCC2)OCCN4CCC3	-20%[57.5 µM]	-13%	17%	6%	?	8%	-1%	-1%
COc1ccccc1-c1nnc(C2CCN(S(=O)(=O)c3ccccc3[N+](=O)[O-])CC2)o1	-48%[inhibitor]	-11%	6%	0%	43%	?	9%	2%
Cc1cc2oc(C(=O)Nc3ccc(S(=O)(=O)N4CCCC(C)C4)cc3)cc(=O)c2cc1Cl (centres undefined)	i	-18%	-12%	6%	-24%	13%	0%	-18%
COc1ccc(S(=O)(=O)N2CCOCC2)cc1C(=O)Nc1cccc(C(=O)NC2CC2)c1	i	16%	2%	-8%	13%	12%	1%	0%
COc1cccc(CC(=O)Nc2nc3ccccc3[nH]2)c1	-6%	-2%	9%	19%	-1%	-3%[9.22 µM]	-6%	-1%
CCN(CCS(=O)(=O)c1ccc(Cl)cc1)C(=O)Nc1ccc(Cl)cc1	-8%	-7%	12%	-8%	8%	10%	4%	-15%
COc1ccc(-c2nc3cc(C)c(Br)c(C)n3c2Cc2ccsc2)cc1OC	i	2%	-2%	26%	16%	20%	0%	7%
Cn1c(=O)c2c(nc(NCc3ccccc3)n2CCCc2ccccc2)n(C)c1=O	-46%[inhibitor][57.5 µM]	-14%	14%	-5%	43%	22%	28%	6%
CCOC(=O)C1=C(C)N=C2SCCC(=O)N2[C@@H]1/C=C/c1ccccc1	-41%	-9%	-4%	-7%	39%	0%	7%	-5%

An excerpt from above in order of the EPAC1 antag value, falling.
Structure | PTHR1 ag | EPAC1 antag | EPAC2 antag | TDP-43 yeast inh
COc1ccc(-c2nc3cc(C)c(Br)c(C)n3c2Cc2ccsc2)cc1OC | i | 2% | 26% | 20%
COc1cccc(CC(=O)Nc2nc3ccccc3[nH]2)c1 | -6% | -2% | 19% | -3%[9.22 µM]
O=c1oc2c3c4c(cc2c2c1CCC2)OCCN4CCC3 | -20%[57.5 µM] | -13% | 6% | 8%

The list continues:
SMILES	PTHR1 ag	EPAC1 antag	EPAC2 ag	EPAC2 antag	FUS suppressor	TDP-43 yeast inh	aSyn yeast inh	EPAC1 agonist
Cc1c(NC(=O)c2ccc(N3C(=O)C4C5C=CC(C5)C4C3=O)cc2)c(=O)n(-c2ccccc2)n1C (centres undefined)	i	12%	2%	16%	-9%	8%	-19%	-3%
O=C1N=C(N2CCCCC2)S/C1=C/C1=Cc2ccccc2OC1	-11%	10%	10%	0%	13%	17%	11%	8%
CONc1nc2nonc2nc1NOC	-2%	-22%	6%	7%	-36%	9%	1%	-3%
COCCCNC(=O)C1CCC(CNS(=O)(=O)c2ccc3c(c2)N(C(C)=O)CCO3)CC1 (centres undefined)	i	-6%	8%	9%	-7%	18%	0%	0%
N#CC1=C2N=C(N)c3ccccc3N2C2=C(C(=O)CCC2)C1c1ccccc1F (centres undefined)	-24%	-19%	9%	-13%	22%	5%	-3%	5%
COc1cc2c(cc1OC)-c1cc(Nc3cccc(F)c3)nc(=O)n1CC2	i	12%	-2%	9%	19%	-3%	-4%	-1%
CC(Oc1cc2oc(=O)c3c(c2cc1Cl)CCC3)C(=O)NCC1CCC(C(=O)O)CC1 (centres undefined)	i	10%	7%	-6%	14%	0%	7%	4%
COc1ccc(Cn2c(O)c(/C=N/NC(=O)c3cccnc3)c3ccccc3c2=O)cc1	-4%	-27%	11%	-8%	?	15%	-5%	13%
COc1ccc(/C=C(\NC(=O)c2ccc(C)cc2)C(=O)N2CCCCC2)cc1	-20%	0%	4%	2%	4%	16%	2%	9%
CC1CCCC(C)N1C(=O)COc1ccc(C(=O)N/N=C/c2ccc(C(=O)O)cc2)cc1 (centres undefined)	i	-17%	5%	2%	22%	-15%	-5%	0%
COc1ccc(C(=O)O/N=C(\N)Cc2cccs2)cc1OC	-13%	-23%	-1%	9%	-11%	9%	-7%	-15%
O=C(Nn1c(C2CC2)nc2ccccc2c1=O)c1ccco1	i	1%	-9%	11%	-1%	-17%	-4%	-2%
Cc1ccccc1CN1CCC(n2nccc2NC(=O)c2ccc3c(c2)OCO3)CC1	i	-5%	8%	4%	-13%	2%	5%	1%
COc1ccc(N2CCN(C(=O)c3cc([N+](=O)[O-])ccc3N3CCN(CCO)CC3)CC2)cc1	i	6%	-1%	19%	/	-16%	-3%	-2%
CC1(C(=O)Nc2cccc(OC(F)(F)F)c2)Cc2c(-c3cccc(C(F)(F)F)c3)ccnc2O1 (centres undefined)	-19%	?	-5%	-21%	9%	9%	3%	-29%
Cc1cc(C)n2nc(C(=O)OCC(=O)N(C)C3CCS(=O)(=O)C3)nc2n1 (centres undefined)	-14%	9%	10%	-9%	-20%	9%	2%	14%
Cc1ccc(NCCC(=O)c2cccc([N+](=O)[O-])c2)c(C)c1	i	-15%	18%	-11%	4%	15%	-71%[inhibitor]	20%
CC(=O)Nc1ccc2sc(NC(=O)CN3CCOCC3)nc2c1	i	-7%	4%	-12%	9%	6%	-1%	2%
CC(CCc1ccccc1)NS(=O)(=O)c1ccccc1Cl (centres undefined)	-27%	-2%	20%	-21%	1%	?	11%	7%
CCOC(=O)C(=O)Nc1ccccc1C(=O)NCc1ccccc1	12%	-4%	1%	1%	5%	24%	3%	7%
C1CCc2nc3c(nc2C1)CCCC3	1%	-29%	7%	1%	-18%	6%	13%	1%
Cc1cccc(NC(=O)NCC2CC2)c1	i	14%	5%	0%	-2%	-4%	8%	0%
ONC(=Nc1ccc(Cl)cc1)c1ccccc1Cl	i	-4%	6%	4%	-13%	10%	10%	5%
O=C(c1ccccc1)N1CCC(c2nc3c(nnn3Cc3ccccc3Cl)c(=O)[nH]2)CC1	-2%	-5%	7%	0%	14%	-8%	0%	2%
COc1ccc(OC)c(CCNC(=O)C(C)n2nc(C)c3c(C)n(-c4ccccc4)nc3c2=O)c1 (centres undefined)	-14%	-9%	-2%	-4%	0%	-1%	0%	-8%
SMILES	PTHR1 ag	EPAC1 antag	EPAC2 ag	EPAC2 antag	FUS suppressor	TDP-43 yeast inh	aSyn yeast inh	EPAC1 agonist
Cc1ccc(OCCOc2cccc3ccc(C)nc23)c([N+](=O)[O-])c1	i	11%	2%	-3%	-3%	16%	3%	-2%
O=C(C[n+]1cccc(Br)c1)c1ccccc1	i	-8%	9%	12%	-9%	5%	2%&3%	7%
CCOC(=O)C1CCCN(C(=O)Cc2c(F)cccc2Cl)C1 (centres undefined)	i	-9%	16%	-1%	-10%	2%	10%	5%
CCOCCCn1cnc2c([nH]c3cc(OC)ccc32)c1=O	i	3%	8%	-5%	-3%	9%	11%	2%
O=C(Nc1ccccc1[N+](=O)[O-])C1C(c2ccccc2)=C1c1ccccc1	?	14%	8%	4%	-2%	14%	-13%	2%
COc1ccc(CNC(=O)CCN2C(=S)NC(C)(C)CC2C)cc1 (centres undefined)	i	5%	4%	11%	-3%	8%[9.22 µM]	4%	-1%
O=C(/C(Cl)=C/Nc1ccc(Br)cn1)C(F)(F)F	-41%[inhibitor]	-1%	-5%	-5%	-8%	11%	2%	-9%
COc1ccccc1/C=C1\SC(=O)N(CCC(=O)NNC(=O)c2ccccc2Cl)C1=O	5%	2%	6%	9%	15%	-15%	-4%	3%
COc1cccc(C2Nc3ccccc3NC3=C2C(=O)CC(C)(C)C3)c1 (centres undefined)	i	-15%	-2%	6%	3%	-7%	7%	-3%
